Screening results from PubChem.
SR-BI uptake up – SR-BI HDL lipid transfer activation; activation, % at 12.5 µM; CHO ldlA[mSR-BI] cells, DiI-HDL uptake fluorescence, 3 h; 100 = double the neutral-control signal; AID 504775; actives 0.096% (n = 320,000);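 active means mean replicate activation of at least 60% and every replicate at or above 60%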;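 further: 0% = median plate neutral-control signal and 100% = twice that signal; values of inactives mirror those of a sister screen read the other way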
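material = CHO ldlA[mSR-BI] cells | medium = Ham's F12 with 0.5% BSA, HEPES 25 mM, pH 7.4 | reagent = fluorescent DiI-HDL, 10 µg/mL final | compound dosing = single-point compound dose | incubation = 3 h, 37 °C | measured by = bottom-read fluorescence, 550/595 nm | measure = HDL uptake via cellular fluorescence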
C-LANA FP – blocks KSHV LANA C-terminal domain binding to DNA; MBP-C-LANA/FAM-LBS DNA binding, fluorescence polarization; actives 0.078% (n = 340,000); inhibition, % at 9 µM;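 active means highest replicate inhibition at or above 60% at 9 µM, even if other replicates fall short; inactive means all replicates below 60% inhibition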;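 further: 0% = neutral control wells and 100% = 4 µM acridine orange control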
NSD2 HMT inh – blocks human histone methyltransferase NSD2 | O96028 | NSD2 peptide methylation, AlphaScreen, 120 min | inhibition, % at 12.5 µM | actives 0.54% (n = 310,000) | AID 743445; in the data active means inhibition above about 50%
RTF Ca sens inh – cardiac RTF calcium desensitization; P19429+P45379; IANBD-labeled cardiac RTF, Ca2+ fluorescence; inhibition, % at 7.15 µM; actives 0.12% (n = 340,000);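 active means inhibition above the mean inhibition of all tested compounds plus 3 SD, cut at about 17% in these data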;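 further: assay run at fixed EC70 calcium of 1.6 mM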
SR-BI DiI inh – mouse SR-BI HDL lipid transfer inhibition | inhibition, % at 12.5 µM | ldlA[mSR-BI] CHO cells, DiI-HDL uptake fluorescence, 3 h | AID 488896 | actives 0.96% (n = 320,000);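 active means mean replicate inhibition of at least 70% and a set share of replicates each scoring 70 or more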;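 further: 0% = median of neutral control wells and 100% = median of positive control wells; values of inactives mirror those of a sister screen read the other way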
Keap1-Nrf2 PPI – disrupts human Keap1 binding to Nrf2 peptide | Keap1 Kelch-Nrf2 peptide fluorescence polarization, 1536-well | AID 504523 | inhibition, % at 9.4 µM | actives 0.15% (n = 340,000); in the data active means inhibition above about 12%;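 further: human Keap1 Kelch domain with fluorescein labeled Nrf2 9mer peptide probe; 0% = neutral control wells and 100% = peptide positive control; higher means more block of Keap1 binding to Nrf2 peptide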
Arr AP2 block – human beta-arrestin and AP2 interaction inhibition. FITC-arrestin peptide / GST-AP2 beads, flow cytometry; AP2 beta2 appendage carries R879A mutation. inhibition, % at 10 µM. actives 0.31% (n = 340,000);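 active means inhibition above a set limit, near 3 SD of compounds lacking own fluorescence, cut at about 54% in these data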;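 further: plate controls were DMSO wells for no effect and 5 µM unlabelled arrestin peptide for full effect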
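Measured by: flow cytometry, FL1 (488/535 nm); Material: AP2 appendage R879A on GSH beads; Evaluation: percent response; Timing: pre-incubation 12 min, peptide binding 1 h, room temperature; Also added: 50 nM FITC-arrestin peptide; Medium: PBS with 0.05% Tween 20 and 0.1% BSA.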
PvdQ inh – P. aeruginosa PvdQ acylase inhibition; inhibition, % at 10 µM; purified PvdQ acylase, fluorescence plate reader; actives 0.063% (n = 340,000); AID 488965; in the data active means inhibition above about 30%, passing the limit was not always enough;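 further: 0% = vehicle neutral wells and 100% = reference inhibitor wells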
PKA-R2B act – activators of human PKA-R2B complex. P22694+P31323. PKA-R2B holoenzyme dissociation, Cy5-IP20 fluorescence polarization; R2B truncated from residue 108, S112A mutant; 0% DMSO only, 100% 113 µM cGMP. activation, % at 11.4 µM. actives 0.079% (n = 340,000). AID 504700;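 active means activation above a cutoff set at the mean over all compounds plus 3 SD, cut at about 18% in these data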;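 further: higher means more holoenzyme dissociation and a rise in polarization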
DAGLB inhibitor – diacylglycerol lipase beta (human) inhibition. Q8NCG7. inhibition, % at 5.17 µM. HEK293T DAGLB membrane lysate, EnzChek fluorogenic substrate. actives 0.059% (n = 340,000); in the data active means inhibition above about 34%;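 further: 0% = enzyme with vehicle and 100% = wells lacking enzyme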
* hit, by the source's call; x = no result given. No enrichment for hits; 2.1% or so of the library scored in one or more.

compound	SR-BI uptake up	C-LANA FP	NSD2 HMT inh	RTF Ca sens inh	SR-BI DiI inh	Keap1-Nrf2 PPI	Arr AP2 block	PvdQ inh	PKA-R2B act	DAGLB inhibitor
COc1cccc(OC)c1OCC(O)CN1CCN(c2ccccc2F)CC1 (centres undefined)	-15.5	-1.3	1.0	-11.5	15.5	-1.6	2.7	-14.3	5.6	-6.1
CC12CN3CC(C)(CN(C1)C3c1ccc([N+](=O)[O-])o1)C2=O (centres undefined)	7.5	-0.3	-2.6	-3.9	-7.5	-2.0	7.7	-11.5	5.5	1.4
O=S(=O)(Nc1nc2ccccc2nc1Cl)c1cccc(C(F)(F)F)c1	x	-1.6	0.4	10.7	x	1.2	26.3	-2.3	-0.9	9.5
COc1c2c(cc3oc(=O)ccc13)OC(C)(C)C=C2	-18.2	-0.5	x	-11.2	18.2	-5.3	-0.8	11.1	-3.9	1.9
CSc1sc(C)cc1C1C(C#N)=C(N)N(c2cccnc2)C2=C1C(=O)CC(C)(C)C2 (centres undefined)	28.9	-0.5	1.7	1.6	-28.9	-5.5	-6.8	-19.6	-2.0	0.3
Cc1occc1C(=O)Nc1cccc(S(=O)(=O)N2CCOCC2)c1	-0.2	4.8	0.3	-3.9	0.2	-3.1	-0.4	-5.9	-2.4	-2.6
O=C(c1cc(-c2cccs2)nc2ccccc12)N1CCN(c2ccccc2O)CC1	-65.7	-0.5	-2.4	-11.9	65.8	-1.6	12.0	-14.3	-15.2	-1.2
CC(=O)c1cccc(NC(=O)C2CC(=O)N(CCc3ccccc3)C2)c1 (centres undefined)	-10.1	-2.2	-0.6	-2.8	10.1	-0.8	-4.9	-16.9	-7.3	-2.2
O=C1CSC(=S)N1N=Cc1cccc2ccccc12	3.3	0.2	x	-15.9	-3.3	-6.7	14.0	-29.0	-3.9	-5.7
CC1CCN(C(=O)c2ncn(Cc3ccccc3)c2C(=O)N2CCC(C)CC2)CC1	5.5	-1.0	x	0.7	7.6	-3.9	-2.3	8.0	-1.6	-3.0
CCn1c(=O)cc(O)c2ccccc21	14.7	0.3	1.8	-2.5	-14.7	1.5	28.9	5.8	0.2	-1.1
Cc1ccc(C)c(C(=O)COC(=O)CN2C(=O)C3C4CCC(C4)C3C2=O)c1 (centres undefined)	14.1	-0.6	-1.7	5.0	-14.1	-3.0	12.7	2.8	-1.0	-1.6
C=CCNS(=O)(=O)c1ccc(OCC(=O)OCC)cc1	-1.3	0.6	-1.3	-6.2	1.3	-0.4	15.7	3.6	-6.2	-1.2
CCCOc1ccc(Cn2c(C)nc([N+](=O)[O-])c2SCC(O)COC)cc1[N+](=O)[O-] (centres undefined)	32.4	-0.2	x	-4.6	-32.4	-1.7	5.2	6.6	-3.5	3.4
COc1ccc2c(c1)c1ncn(CC3CCCO3)c(=O)c1n2C (centres undefined)	-21.1	0.5	0.3	-5.4	21.1	-3.7	6.3	-20.4	-6.2	-0.2
COc1ccc(/C=C2\SC(=S)N(CCCC(=O)Nc3cccc(C(=O)O)c3)C2=O)cc1OC	-5.4	-4.3	22.3	-6.9	5.4	-22.1	-13.2	-5.6	9.0	4.1
COc1ccc(C(=O)OC(COc2ccccc2)Cn2ccnc2)cc1 (centres undefined)	-13.3	0.5	4.2	-5.4	13.3	-3.7	0.8	-9.8	5.7	-3.2
O=C(Oc1ccc(N(C(=O)c2ccncc2)S(=O)(=O)c2ccc(F)cc2)cc1)c1ccncc1	33.1	1.0	0.1	-16.2	-33.1	2.6	6.2	-3.1	5.9	0.9
CCC(=O)Nc1ccc(S(=O)(=O)Nc2c(C)nc3nc[nH]n3c2=O)cc1	x	-0.2	-2.7	-4.0	x	4.2	-2.5	-10.2	-6.1	3.1
CCOC(=O)N1CCC(=NNc2nc(C)cc(=O)[nH]2)CC1	x	-1.3	-7.8	0.6	x	-0.7	-13.8	-16.4	1.2	0.3

Some of these compounds in order of SMILES length, largest number first.
compound	SR-BI uptake up	C-LANA FP	NSD2 HMT inh	RTF Ca sens inh	SR-BI DiI inh	Keap1-Nrf2 PPI	Arr AP2 block	PvdQ inh	PKA-R2B act	DAGLB inhibitor
CC1CCN(C(=O)c2ncn(Cc3ccccc3)c2C(=O)N2CCC(C)CC2)CC1	5.5	-1.0	x	0.7	7.6	-3.9	-2.3	8.0	-1.6	-3.0
CCC(=O)Nc1ccc(S(=O)(=O)Nc2c(C)nc3nc[nH]n3c2=O)cc1	x	-0.2	-2.7	-4.0	x	4.2	-2.5	-10.2	-6.1	3.1
COc1c2c(cc3oc(=O)ccc13)OC(C)(C)C=C2	-18.2	-0.5	x	-11.2	18.2	-5.3	-0.8	11.1	-3.9	1.9

Next section:
compound	SR-BI uptake up	C-LANA FP	NSD2 HMT inh	RTF Ca sens inh	SR-BI DiI inh	Keap1-Nrf2 PPI	Arr AP2 block	PvdQ inh	PKA-R2B act	DAGLB inhibitor
O=C(c1ccccc1F)N1CCN(c2ccc([N+](=O)[O-])c(N3CCOCC3)c2)CC1	-13.9	-1.4	5.1	-18.6	13.9	3.7	-3.4	-5.2	-16.3	3.8
Cc1ccc(C)c(NC(=O)c2ncn[nH]2)c1	27.8	0.0	-1.3	-11.0	-27.8	1.2	-49.7	-9.3	-2.1	1.4
Cc1noc(C)c1CSCC(=O)NC1=NCCS1	55.8	-0.9	11.4	-0.9	-55.8	-10.2	1.0	-8.1	-5.8	0.1
Cc1csc2c(N3CCCCC3)ncnc12	2.9	-0.4	3.5	-6.2	-2.9	1.3	19.8	-11.7	5.8	-1.8
Cc1ccc(S(=O)(=O)/N=S(\C)C(C)C)cc1 (centres undefined)	34.8	-0.7	-1.6	-4.4	-34.8	-1.8	3.9	-15.6	2.5	-0.9
O=C(CSc1nnc(-c2ccccc2)o1)OCc1ccccc1	x	-2.1	-0.7	3.5	x	4.1	1.2	7.6	-8.2	-5.2
Cc1ccc(-c2noc(CCC(=O)N3CCCC3)n2)cc1	12.1	-1.2	-1.8	-4.7	-12.1	0.3	-2.6	-13.9	2.0	-4.0
CCOC(=O)C1CC2=C(CC(C)(C)CC2=O)N(CCOC)C1=O (centres undefined)	0.2	2.1	x	-9.0	-0.2	-1.5	6.6	-21.6	8.3	-0.3
c1ccc(-c2cnnc3ccccc23)cc1	10.6	4.0	x	-24.9	-10.6	0.1	0.4	-10.0	6.5	-3.6
CN1CCN(C(=O)c2cc3cc(Cl)ccc3[nH]2)CC1	-1.5	-0.7	4.7	4.2	1.5	-0.1	-11.7	-9.2	0.6	-0.2
Cc1c(N=Nc2c(-c3ccc([N+](=O)[O-])cc3)[nH]n(C(N)=S)c2=O)cccc1[N+](=O)[O-]	-91.7	0.2	-5.1	15.5	91.8*	-0.5	-16.2	-5.7	-5.8	17.1
COc1cccc(CC(=O)OCC(=O)NNC(=O)c2ccc(Br)cc2)c1	x	-1.3	-2.9	-0.8	-10.9	-2.0	-2.3	-14.0	0.0	0.9
O=C(CSc1ncccc1-c1nc2ccccc2[nH]1)Nc1ccc2c(c1)OCCO2	-8.6	-0.9	-1.5	6.8	8.6	-7.2	8.6	2.2	-5.2	0.0
CN(C)S(=O)(=O)N1CCC(C(=O)O)(c2ccccc2)CC1	22.6	0.8	-5.3	0.1	-22.6	-1.6	-11.2	-15.3	10.7	-0.5
O=C(COc1ccc2c(c1)oc(=O)c1ccccc12)N[C@@H](Cc1c[nH]c2ccccc12)C(=O)O	16.1	-1.9	x	0.0	-16.1	-1.8	2.6	-4.2	-7.7	2.9
CCOc1ccc(-c2nc(S(=O)(=O)c3ccccc3)c(N3CCC(C(N)=O)CC3)o2)cc1	20.9	2.4	2.8	-4.2	-20.9	-5.6	-2.6	-15.5	-2.0	-1.1
Cn1cc(CN2CCN(CCc3ccccc3)C(CCO)C2)cn1 (centres undefined)	14.9	0.5	0.9	4.9	-14.9	-0.5	-4.5	-12.9	-5.0	-2.2
Cc1ccc(S(=O)(=O)NC(=S)NC2CCCCC2)cc1	-0.6	-0.6	-1.1	2.2	0.6	-3.2	-3.7	-5.1	-5.3	2.1
Cc1ccc(-c2ccc3nnc(SCC(=O)NCC4CCCO4)n3n2)cc1 (centres undefined)	x	0.3	-0.3	-11.1	x	-9.3	-4.4	-4.9	-3.0	-5.7
N=c1c2c(-c3ccccc3)c(-c3ccccc3)n(Cc3ccccc3)c2ncn1CCCn1ccnc1	57.7	-1.0	-0.8	-4.3	-57.7	-0.2	9.2	-20.4	-12.3	1.6
COc1ccc(-c2cn(Cc3ccc([N+](=O)[O-])cc3)nn2)cc1	-19.0	0.2	x	-20.3	19.0	0.1	-1.5	-2.5	-4.9	0.7
COc1cccc(CNC(=O)CCCC(=O)Nc2cccc([N+](=O)[O-])c2)c1	-11.1	-1.4	3.0	0.8	11.1	-4.8	-13.3	-7.5	-7.1	-1.3
CCn1c(C)c(P(c2ccccc2)c2ccccc2)[n+]2ccccc12	x	-0.8	-6.2	-4.5	x	-3.2	1.6	-16.4	-14.2	0.0
O=C(CCCCN1CCCCC1)c1ccc2c(c1)Cc1ccccc1-2	5.0	-2.6	2.2	-3.0	-5.0	-1.4	2.3	-10.6	10.9	0.6
COc1ccc(NC(=O)C2CCN(S(=O)(=O)c3ccc4c(c3)CC(C)N4C(C)=O)CC2)c(OC)c1 (centres undefined)	-25.0	-1.8	-0.2	2.9	25.0	0.5	0.8	-4.3	6.9	-1.4
Cc1ccccc1C(=O)N1CCC(C(=O)NC2CCCCCC2)CC1	23.3	-0.2	-1.7	-2.8	-23.3	0.1	36.8	1.0	-1.1	0.0
O=C(O)C1CCN(c2c([N+](=O)[O-])cc(C(F)(F)F)cc2[N+](=O)[O-])CC1	24.5	0.5	6.9	1.6	-24.5	-1.1	9.3	-7.9	0.2	4.0
